Apoferritin bind: binds horse apoferritin like a general anesthetic. P02791. apoferritin/1-aminoanthracene competitive binding, fluorescence. Potency, µM (doses to about 77.5 µM), without a hit: at the top dose activity change, negative = displacement, usual class: inhibitors. hit rate 0.074% among 350,000; note: potency is the fitted concentration of half-maximal effect; % is set by controls: 0 for no effect and ±100 for the full control effect; nearly all actives have a fitted effect of over 20% in size
Target sequence (P02791 2-175 limits assumed): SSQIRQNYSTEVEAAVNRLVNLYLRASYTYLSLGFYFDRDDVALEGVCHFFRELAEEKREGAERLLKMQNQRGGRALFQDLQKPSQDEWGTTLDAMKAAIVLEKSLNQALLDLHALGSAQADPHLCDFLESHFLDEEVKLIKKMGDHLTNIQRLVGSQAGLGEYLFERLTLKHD
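Read-out: endpoint 1-AMA fluorescence, excitation 380 nm and emission 535 nm, after compounds sit 10 min at room temperature with 10 uM horse-spleen apoferritin in 50% saturated 1-AMA/PBS. Values come from four-parameter Hill fits.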
LDHA inh: inhibitors of human lactate dehydrogenase A; hit rate 0.15% among 480,000; purified LDHA, NADH/diaphorase-resazurin fluorescence; stronger effect = lower value; P00338; activity change, % (values are at about 110 or 230 µM); in the data active = activity change below about -30%; inconclusive = mostly about -25% to -30%;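 note: plate controls were DMSO wells for no effect and wells without enzyme for full effect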
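Human LDH5 at 2 nM final in Tris HCl pH 7.4 with 0.06 mM NADH and 0.2 mM pyruvate, reacted 5 minutes at room temperature. Remaining NADH coupled via diaphorase/resazurin; resorufin fluorescence read at 0 and 20 minutes, normalized to enzyme-free and DMSO wells.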
POLH inh: DNA polymerase eta (human) inhibition; AID 588591; recombinant Pol eta, fluorescent DNA replication assay; hit rate 1.2% among 390,000; Potency, µM (series often up to 114 µM), for inactives: at the top dose activity change, negative = inhibition, actives largely listed as inhibitors; Q9Y253; note: potency is the fitted concentration of half-maximal effect; % is set by controls: 0 for no effect and ±100 for the full control effect
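Pol eta (10 nM) was preincubated with compounds for 15 min at room temperature, after which fluorescent replication substrate (50 nM final) was added to start the reaction. Fluorescence was read kinetically at 0 and 10 min.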
Pol kappa inh: DNA polymerase kappa (human) inhibition | hit rate 0.53% among 400,000 | Potency, µM (titrated, usually from 107 µM), for inactives: at the highest dose activity, negative = inhibition, actives largely listed as inhibitors | AID 588579 | purified Pol kappa, fluorescent DNA synthesis assay, 10 min | Q9UBT6; note: potency is the fitted concentration of half-maximal effect; % is set by controls: 0 for no effect and ±100 for the full control effect
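Kinetic fluorescence screen: compound preincubated 15 min RT with 10 nM enzyme; 50 nM substrate (final) initiates; reads at 0/10 min.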
APEX1 inh: APE1 (human) endonuclease inhibition; hit rate 0.35% among 350,000; P27695; Potency, µM (top dose mostly 65.8 µM), without a hit: at the top dose activity change, negative = inhibition, actives largely listed as inhibitors; recombinant APE1, TAMRA/BHQ-2 abasic DNA cleavage fluorescence;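 note: potency is the fitted concentration of half-maximal effect; plate controls were vehicle for no effect and reference inhibitor for full effect; nearly all actives have a fitted effect of over 55% in size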
Target sequence (P27695 whole entry, looked up): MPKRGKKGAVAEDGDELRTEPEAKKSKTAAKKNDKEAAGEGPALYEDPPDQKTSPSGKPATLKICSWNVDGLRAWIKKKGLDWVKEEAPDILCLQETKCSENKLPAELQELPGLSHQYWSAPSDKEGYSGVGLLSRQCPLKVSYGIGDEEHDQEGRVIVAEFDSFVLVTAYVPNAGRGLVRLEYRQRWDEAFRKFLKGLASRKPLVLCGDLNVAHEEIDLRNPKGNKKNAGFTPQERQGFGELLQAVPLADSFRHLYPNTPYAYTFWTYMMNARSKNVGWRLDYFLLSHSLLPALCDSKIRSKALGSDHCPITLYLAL
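Endonuclease cleavage of a quenched abasic-site DNA duplex (50 nM) by APE1 (0.75 nM) was tracked by TAMRA dequenching. Compounds were preincubated with enzyme 15 min at room temperature; data normalized to buffer-only and DMSO wells plus NSC13755 control.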
POLB inh: blocks human DNA polymerase beta activity | Pol beta primer extension/strand displacement, fluorescence kinetic | Potency, µM (titrated, usually from 114 µM), for inactives: at the highest dose activity change, negative = inhibition, actives largely listed as inhibitors | hit rate 1.3% among 340,000 | AID 485314 | P06746; note: potency is the fitted concentration of half-maximal effect; % is set by controls: 0 for no effect and ±100 for the full control effect
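10 nM enzyme + cpd, 15 min RT; start with substrate 50 nM final; read 0 min and after 10 min RT. Corrected, normalized data; 4-parameter Hill curve fit.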
RGS4 inh: inhibitors of human regulator of G protein signaling 4 | P49798 | Transcreener GDP fluorescence polarization, RGS4-accelerated GTP hydrolysis | Potency, µM (series often up to 114 µM), for inactives: at the top dose activity change, negative = inhibition, actives largely listed as inhibitors | hit rate 0.039% among 390,000 | AID 504845; note: potency is the fitted concentration of half-maximal effect; % is set by controls: 0 for no effect and ±100 for the full control effect; nearly all actives have a fitted effect of over 75% in size; some results filed as inactive show a strong effect at the top dose
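MLSMR compounds (23 nl, pin-transferred) preincubated 10 min at room temperature with a 500nM (2x) first reagent, then RGS4 at 900nM (2x) plus Transcreener GDP mix added; fluorescence polarization (620/688 nm) read before and after 90 min at 30 °C.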
12-LOX inh: ALOX12 (human) lipoxygenase inhibition | P18054 | purified 12hLO, xylenol orange hydroperoxide absorbance | Potency, µM (highest dose often 108 µM), without a hit: at the highest dose activity change, negative = inhibition, hits mostly inhibitors | hit rate 1.1% among 580,000; note: potency is the fitted concentration of half-maximal effect; % is set by controls: 0 for no effect and ±100 for the full control effect
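Hydroperoxide product was detected by ferrous iron/xylenol orange as the 573 to 405 nm absorbance ratio. Arachidonic acid at 40 uM (final) was turned over for 30 min at room temperature by 150 nM human 12hLO, pH 7.0 Hepes buffer, after 15 min compound preincubation.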
ERG-DNA inh: inhibitors of human ERG Ets domain-DNA interaction; P11308; fluorescence polarization, His-ERG Ets domain / labelled DNA; Potency, µM (doses to about 76.9 µM), for inactives: at the highest dose FP activity, negative = inhibition, usual class: inhibitors; hit rate 0.028% among 370,000; active = well fitted inhibition curve with a large enough effect in the polarisation, with a control signal flat; inconclusive = small, poorly fitted or top-dose-only effect, or effect the other way, or a change in a side signal; inactive = no such curve, though single readings can be large or run the other way; the % refers to the polarisation;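 note: polarization taken with two DNA probes labelled with fluorescein and Texas red; potency is the fitted concentration of half-maximal effect; % of control where 0% means no effect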
Target sequence (P11308 whole entry, looked up, the tested form may be a part): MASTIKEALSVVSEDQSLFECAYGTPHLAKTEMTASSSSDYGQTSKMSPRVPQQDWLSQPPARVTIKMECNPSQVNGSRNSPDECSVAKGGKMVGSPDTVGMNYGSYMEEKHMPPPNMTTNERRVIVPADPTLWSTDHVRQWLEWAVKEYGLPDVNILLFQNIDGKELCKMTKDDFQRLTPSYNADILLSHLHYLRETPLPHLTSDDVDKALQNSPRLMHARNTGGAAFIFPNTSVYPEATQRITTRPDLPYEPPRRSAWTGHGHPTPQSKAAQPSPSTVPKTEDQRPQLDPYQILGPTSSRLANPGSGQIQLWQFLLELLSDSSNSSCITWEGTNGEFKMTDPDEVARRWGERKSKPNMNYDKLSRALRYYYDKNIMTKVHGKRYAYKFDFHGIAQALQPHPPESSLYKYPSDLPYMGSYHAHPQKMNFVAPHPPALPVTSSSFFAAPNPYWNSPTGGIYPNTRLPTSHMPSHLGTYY
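His-tagged ERG Ets domain (1 uM in the protein solution; 300mM KCl, 50mM Tris-HCl, 1mM EDTA, 1mM DTT, pH 7.5) received compound, then a probe mix of 5 nM fluorescein-DNA and 100nM Texas-615-DNA. Fluorescence polarization was read for both dyes.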
* marks the source's active call; other numbers are inactive results; ? = inconclusive; / = no result given; & = joins results of further samples; ! = repeats disagree; [ ] = another dose, or the depositor's remark. Unless noted, calls come from the whole dose curve; as a rule, active = well fitted curve in the direction sought with a large enough effect; inconclusive = small, poorly fitted or top-dose-only effect, or another doubt; inactive = no such curve, though single readings can be large; an effect the other way counts as inactive or inconclusive. The list is partial (hit frequency here may not be typical).

The first two compounds, to show the layout:
SMILES	Apoferritin bind	LDHA inh	POLH inh	Pol kappa inh	APEX1 inh	POLB inh	RGS4 inh	12-LOX inh	ERG-DNA inh
O=C(Nc1ccc(Br)cc1F)N1CCC(CN2CCc3ccccc3C2)CC1	-6%	-2	-5%	3%	/	9%	9%	?	-10%
CS(=O)(=O)c1ccc(C(=O)NNC(=O)c2cccs2)cc1	/	-14	-22%	-9%	26%	/	9%	4%	-6%

All compounds of this part, from the first entry:
SMILES	Apoferritin bind	LDHA inh	POLH inh	Pol kappa inh	APEX1 inh	POLB inh	RGS4 inh	12-LOX inh	ERG-DNA inh
O=C(Nc1ccc(Br)cc1F)N1CCC(CN2CCc3ccccc3C2)CC1	-6%	-2	-5%	3%	/	9%	9%	?	-10%
CS(=O)(=O)c1ccc(C(=O)NNC(=O)c2cccs2)cc1	/	-14	-22%	-9%	26%	/	9%	4%	-6%
CC/C(=N\NS(C)(=O)=O)c1ccccc1	-17%	-1	7%	-1%	7%	4%	3%	7%	5%
COc1ccccc1C(=O)NNC1CC(=O)N(c2ccc3c(c2)OCCO3)C1=O (centres undefined)	-3%	-11	-1%	-4%	4%	25%	15%	0%	15%
O=C(CSc1nnc(-c2ccc(O)cc2)o1)N1CCOCC1	-16%	-3	4%	-13%	0%	-4%	4%	-20%	2%
CNC(=O)c1cc(C(=O)c2ccccc2Br)c[nH]1	2%	-12	8%	1%	-2%	8%	-20%[56.9 µM]	-19%	5%
COc1ccccc1S(=O)(=O)Cc1ccc(C(=O)NCc2ccc3c(c2)OCO3)o1	-23%	5	2%	2%	-2%	1%	2%	26%	-12%
COC(=O)c1nnn(CC(=O)Nc2cccc(OC)c2)c1C(=O)OC	-8%	-3	7%	-8%	7%	-1%	-5%	6%	-1%
Cc1cc(C(F)(F)F)n2ncc(-c3ccc(F)cc3)c2n1	-4%	-5	0%	0%	-4%	?	-1%	-6%	0%
CCOC(=O)N1CCC(c2cc(=O)n3[nH]cc(C(=O)OC)c3n2)CC1	5%	-4	-1%	-11%	-5%	8%	2%	-2%	2%
CC(=O)N1CCN(C(=O)C2(NC(=O)Nc3ccc(C)cc3)CCCCC2)CC1	2%	-1	-12%	5%	61%[activator]	7%	-19%	-6%	11%
COC(=O)CCC(=O)N1CCCC(N2CCN(c3ccc(OC)cc3)CC2)C1 (centres undefined)	-4%	3	-3%	-2%	44%[activator]	-3%	1%	0%	4%
CCOC(=O)N1CCN(C(=O)C2CCN(S(=O)(=O)N(CC)CC)CC2)CC1	-4%	-4	-4%	2%	0%	40%	8%	0%	2%
CC1CCN(CCCNC(=O)C2CCC(=O)N2C2CCCC2)CC1 (centres undefined)	-1%	2	-11%	0%	4%	22%	-20%	17%	2%
O=C(N/N=C/c1ccccn1)c1ccc(NC(=O)c2cccc([N+](=O)[O-])c2)cc1	-10%	2	-10%	-6%	-3%	-23%	-45%	4%	11%
Cc1c(NC(=O)CSc2nnc3c4ccccc4n(CCc4ccccc4)c3n2)c(=O)n(-c2ccccc2)n1C	?	0	-7%	-11%	1%	-1%	-53%	0%	0%
C=CCOc1ccc(Cl)cc1CNC1CCCC1	-5%	3&-4	1%	-8%	0%	30%	20%	1%&-13%	13%
O=C(/C=C\c1ccc2c(c1)OCO2)NC1CC(=O)N(c2ccc(F)cc2)C1 (centres undefined)	-9%	-4	1%	-3%[60.1 µM]	/	28%	-14%	-13%	-7%
COC(=O)CSc1nc(SC)nc2c1sc1nc(-c3ccco3)c3c(c12)CC(C)(C)OC3	/	-15	-6%	-8%	/	/	-7%	3%	-2%
O=C(O)c1[nH]c2ccc(Cl)cc2c1CC(=O)N1CCN(C(=O)c2ccco2)CC1	0%	-17	7.1µM*	50µM*	-3%	13µM*	-3%	?	4%
COc1cc([N+](=O)[O-])cc(/C=N/NC(=O)Cn2nccc2C)c1O	-10%	2	?	-2%	-3%	0%	-39%[11.4 µM]	-2%	3%
CC(C)CC(=O)Nc1nc2c(c(=O)[nH]1)CCCC2	-10%	-2	-3%	0%	2%	38%	-10%	26%	1%
CC(C)c1ccc(C2CC(=O)N3CN(C)CSC3=C2C#N)cc1 (centres undefined)	-18%	5	6%	-9%	3%	-11%	?	/	3%
Cc1cc(NS(=O)(=O)c2ccc(NC(=S)NC(=O)c3ccccc3)cc2)no1	10%	-9	0%	-3%	16%	9%	?	16µM*	-1%
CC(Sc1nnc(C2CC2)n1-c1ccccc1)C(=O)N1CCCC1 (centres undefined)	/	-3	-9%	9%	65%[activator]	/	-11%	-6%	-4%
COc1ccc2[nH]c3c(c2c1)CCN1C(=O)C(CC(=O)NCc2ccc(OC)c(OC)c2)C[C@H](C(=O)N2CCCCC2)[C@@]31CCc1ccccc1 (some centres undefined)	/	-2	-28%	-3%	21%	/	?	?	-2%
CCOc1ccc(NC(=O)Cc2coc3ccc(C)cc23)cc1	2%	-2	/	-2%	/	28%	-3%	-11%	0%
Cc1oc2ccc(O)c(CN3CCCCC3)c2c1C(=O)Nc1cccc(C(F)(F)F)c1	-9%	5	-20%	4%	/	7%	19%	?	-6%
COc1ccc(S(=O)(=O)n2cnc3cc(C)c(C)cc32)cc1C	0%	-5	-1%	-3%	0%	-10%	0%	-7%	/
Cc1cc2oc(=O)cc(CN3CCCCC3C)c2c(C)c1Cl (centres undefined)	-12%	0	-14%	-6%	10%	26%	-8%	-6%	-6%
CC(=O)c1sc(NC(=O)c2ccccc2F)nc1-c1ccccc1	-18%	-10	1%	4%	-7%	0%	-12%	-2%	23%
Cc1nn(CC(=O)NCCN2CCOCC2)c(C)c1[N+](=O)[O-]	-11%	1	-8%	6%	-1%	16%	0%	-1%	-4%
CCCCOC(=O)Nc1nc2ccccc2s1	-9%	0	-15%	-9%	-4%	3%	7%	3%	6%
CCOc1ccccc1NC(=O)c1ccc2c(c1)C(=O)N(CC)C2=O	13%	-4	7%	-8%	53%[activator]	27%	9%	11%	6%
CCc1sc(N(C(=O)Cc2ccccc2)c2ccc(F)cc2)nc1-c1ccccc1	2%	-6	-9%	0%	-4%	0%	-1%	8%	0%
O=C(CCn1ccc2cc(S(=O)(=O)N3CCCC3)ccc21)NCc1ccccc1Cl	1%	-4	-17%	-22%	/	36%	2%	1%	10%
N#CC(=C(/N)Sc1ccccc1N)/C(C#N)=C(\N)Sc1ccccc1N	?	/	/	-1%&4%[19.4 µM]	-2%&-4%	/	/	32µM*!	/
CCC(=O)NCCc1nc2cc(NC(=O)c3ccc(Cl)cc3)ccc2n1C	9%	-5	0%	-8%	-2%	24%	23%[56.9 µM]	0%	0%
CC1(C)CC(=O)C2=C(C1)Nc1nc(SCCN3CCOCC3)[nH]c(=O)c1C2c1cccs1 (centres undefined)	-7%	1	-18%	-18%	10%	28%	18%	-9%	-5%
Cc1cc2c(nn1)CCc1c-2no[n+]1[O-]	-8%	-5	-4%	4%	1%	4%	-8%	0%	-18%[15.4 µM]
Cc1cccc(OCC(=O)NC2CCCc3ccccc32)c1C (centres undefined)	2%	1	-7%	-11%	-5%	-12%	1%	-28%	2%
COc1cc(/C=N/NC(=O)C(=O)N2CCCCCC2)ccc1O	-6%	-2	-18%	-2%	0%	28%	8%	165%[activator]	8%
CCOC(=O)c1sc2ncn(CC(=O)Nc3cc(C)on3)c(=O)c2c1C	/	-4	-20%	?	10%	/	-12%	7%	3%
OC1(CC#CCN2CCCCC2)c2ccccc2-c2ccccc21	-9%	-1	4%	-2%	2%	-1%	-17%	-3%	2%
O=C(NCCc1c[nH]c2ccccc12)C(=O)NCC(c1ccco1)N1CCN(c2ccccc2)CC1 (centres undefined)	1%	1	-14%	-18%	-1%	1%	9%	-15%	3%
CS(=O)(=O)N(CC(=O)Nc1ccccc1Sc1ccccc1)c1ccc(F)cc1	5%	-5	-14%	-3%	-8%	2%	17%	10%	-6%
O=C(Cn1c(=O)n(CCc2ccccc2)c(=O)c2c3c(sc21)CCCC3)Nc1ccc(F)c(F)c1	6%	-4	-19%	4%	/	0%	-3%	0%	-2%
O=C(Nc1ccc(OC(F)F)c(Cl)c1)Nc1ccc2c(c1)OCO2	-11%	3	-14%	-1%	0%	0%	-21%	1%	3%
CC[n+]1c(/C=C2/C=C(C)CC(C)(C)C2)sc2ccc(OC)cc21	?	5	-8%	-14%	-2%	6%	?	?	4%
CCNS(=O)(=O)c1ccc(NC(=O)c2ccccc2)cc1	-8%	5	-10%	4%	3%	6%	-16%	-16%	9%
CC(=O)[C@@H]1[C@@H](C(=O)c2ccccc2)[C@]2(C(=O)Nc3ccccc32)[C@H]2C=Cc3cc(F)ccc3N12	-6%	6	-11%	-16%	5%	20%	-50%	-1%	1%
COc1ccc(NC(=O)c2cc3cc(OC)ccc3oc2=N)cc1	0%	-2	0%	-1%	-5%	24%	53%	-18%	3%
COc1ccc(S(=O)(=O)NCCc2csc3nc(-c4ccccc4)nn23)cc1OC	6%	0	-15%	-6%[60.1 µM]	/	15%	-10%	-20%	3%
COc1cc(C(=O)NC(=S)Nc2ccc(Cl)c(C(=O)O)c2)cc(OC)c1OC	-11%	-3	-9%	-10%	-2%	28%	2%	?	-2%

Screens from PubChem BioAssay.
